# Source: PubChem BioAssay (Sanford-Burnham Center for Chemical Genomics)
# EBI2 antag = EBI2 (human) antagonism | EBI2 beta-arrestin recruitment, luminescence, 7a,25-OHC stimulated | P32249 | 360,000 tested, 0.81% active | inhibition, % at 5 µM; in the data active = inhibition above about 38%;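 note: enzyme fragment complementation signal reports receptor beta-arrestin coupling in cells; 0% = agonist plus DMSO wells and 100% = wells without agonist; some results beyond the cut were filed as inactive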
# CHOP UPR activ = apoptotic UPR (CHOP) activation; CHO-CHOP luciferase reporter, luminescence; percent of tunicamycin response over DMSO baseline; activation, % at 10 µM; 330,000 tested, 0.34% active;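 active = at 10 µM dose, activation of 40% or more, normalized to positive control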;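 note: 100% = tunicamycin at 10 µg/mL and 0% = DMSO alone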
#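 System: CHO-CHOP luciferase reporter cell line; amount: 500 cells/well; buffer or medium: F12 medium containing 10% fetal bovine serum; incubation: 6 h compound exposure at 37 °C after overnight seeding; measured by: luciferase luminescence after 10 min with Steady-Glo reagent; evaluation: % reporter activation, DMSO baseline versus tunicamycin full activation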
# UPR XBP1 act = activators of adaptive arm of unfolded protein response (XBP1); CHO-XBP1 luciferase reporter, IRE1-XBP1 UPR activation, luminescence; percent of tunicamycin response, DMSO as zero; activation, % at 20 µM; 330,000 tested, 0.33% active;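 active = versus positive control, 20 µM dose yields 30% or more activation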;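 note: 100% = tunicamycin at 10 µg/mL and 0% = DMSO only wells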
#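 assay system = CHO-XBP1 luciferase reporter cells | amount = 1000 cells/well | buffer or medium = F12 plus 10% FBS | compound dosing = single point, 20 µM final compound, 1% DMSO | incubation = 16-18 h cell attachment at 37 °C, then 6 h compound exposure | detection = Steady-Glo luminescence read | controls = tunicamycin 10 µg/mL and vehicle-only wells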
# CXCR6 inh = inhibitors of human CXCR6 receptor. CHO-K1 PathHunter CXCR6 beta-arrestin, luminescence. inhibition, % at 20 µM. 360,000 tested, 0.36% active; in the data active = inhibition above about 34%, passing the limit was not always enough;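 note: antagonist mode with CXCL16 agonist at 10 nM final; 0% = 10 nM CXCL16 with DMSO and 100% = unstimulated wells without agonist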
# Jurkat NFkB inh = lowers PMA/ionomycin-induced NF-kB signal in Jurkat cells; PMA/ionomycin-induced NF-kB luciferase reporter, luminescence; inhibition, % at 4 µM; 330,000 tested, 0.53% active; AID 435003; in the data active = inhibition above about 50%
# CCR6 antagonist = CCR6 (human) receptor antagonism. CHO-K1 CCR6 PathHunter beta-arrestin, luminescence, CCL20-stimulated. inhibition, % at 20 µM. 340,000 tested, 0.49% active;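 active = compounds whose inhibition of the agonist-driven luminescence signal at 20 µM reaches about 50%, limit read from the data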;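 note: cells stimulated with CCL20 at 14 nM final; plate controls were DMSO with CCL20 for no effect and DMSO without agonist for full effect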
# Mdm2-MdmX inh = disrupts the human Mdm2-MdmX interaction. SaOS-2 split-luciferase Mdm2/MdmX complementation, luminescence. inhibition, % at 8 µM. 330,000 tested, 3% active. AID 485346;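 active = inhibition of at least 50% at 8 µM in the primary screen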
# Target sequence (O15151 whole entry, looked up): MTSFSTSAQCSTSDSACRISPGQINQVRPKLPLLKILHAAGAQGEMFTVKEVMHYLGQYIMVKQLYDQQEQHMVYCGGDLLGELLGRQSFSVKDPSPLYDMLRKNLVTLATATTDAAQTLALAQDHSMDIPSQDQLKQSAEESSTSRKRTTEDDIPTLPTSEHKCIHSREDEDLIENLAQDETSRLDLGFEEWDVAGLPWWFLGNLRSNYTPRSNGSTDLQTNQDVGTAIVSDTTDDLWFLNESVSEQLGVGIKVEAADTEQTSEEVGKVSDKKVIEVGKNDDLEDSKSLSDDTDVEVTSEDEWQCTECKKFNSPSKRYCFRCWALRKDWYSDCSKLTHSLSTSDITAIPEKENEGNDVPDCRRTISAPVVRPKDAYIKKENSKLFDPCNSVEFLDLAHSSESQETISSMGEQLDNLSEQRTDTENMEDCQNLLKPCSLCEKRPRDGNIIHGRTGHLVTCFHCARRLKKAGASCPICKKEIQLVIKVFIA
# Target sequence (Q00987 whole entry, looked up): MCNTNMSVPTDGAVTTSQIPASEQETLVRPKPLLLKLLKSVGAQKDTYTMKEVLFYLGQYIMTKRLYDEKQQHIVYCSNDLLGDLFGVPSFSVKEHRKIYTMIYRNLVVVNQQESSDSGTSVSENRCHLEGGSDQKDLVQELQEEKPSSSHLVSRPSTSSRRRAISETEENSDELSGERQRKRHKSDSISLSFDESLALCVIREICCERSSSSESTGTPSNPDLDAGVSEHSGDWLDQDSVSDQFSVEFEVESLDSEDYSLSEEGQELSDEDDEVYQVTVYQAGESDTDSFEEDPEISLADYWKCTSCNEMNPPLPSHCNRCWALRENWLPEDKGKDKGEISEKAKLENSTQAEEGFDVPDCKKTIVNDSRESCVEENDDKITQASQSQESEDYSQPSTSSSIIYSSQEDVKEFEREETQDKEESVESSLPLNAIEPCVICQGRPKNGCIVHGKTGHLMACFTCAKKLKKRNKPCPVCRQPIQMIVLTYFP
# 697 NFkB inh = inhibitors of the PMA/ionomycin-induced NF-kB reporter in 697 B cells; 697 B-cell NF-kB luciferase reporter, 16 h; inhibition, % at 4 µM; 330,000 tested, 0.33% active; AID 435022; in the data active = inhibition above about 35%
# Gli-Sufu antag = antagonists of Gli-Sufu signaling; 340,000 tested, 0.74% active; inhibition, % at 5 µM; AID 588413; Sufu-KO-LIGHT fibroblasts, Gli luciferase reporter luminescence;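 active = inhibition above about 55%, limit read from the data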;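 note: 0% = DMSO-treated cells and 100% = wells with medium but no cells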
# Numbers without * were called inactive; nt = not tested or not shown; & = joins results of further samples. Random draw from the library. About 5% of those tested had a hit in this group.
# Every second line gives: EBI2 antag	CHOP UPR activ	UPR XBP1 act	CXCR6 inh	Jurkat NFkB inh	CCR6 antagonist	Mdm2-MdmX inh	697 NFkB inh	Gli-Sufu antag
- Cn1ccnc1SCC(=O)c1cccc(C(F)(F)F)c1
→ 8	1.8	-6	11	-39	20	-4	2	-28
- CCCCOCCCNCC(=O)Nc1ccc(S(N)(=O)=O)cc1
→ -1	-1.0	2	0	9	0	12	8	7
- CCn1cc(C(=O)NCCCOC(C)C)c2cc(OC)c(OC)cc2c1=O
→ 2	-0.2	3	0	4	-7	-4	9	5
- CCOC(=O)c1cnc2ccc(C(=O)OC)cc2c1NCCc1ccc(OC)c(OC)c1
→ 37	-2.3	-3	8	-9	0	7	-22	17
- COc1ccccc1C1CCN(Cc2cccc(C(=O)N3CCC(O)CC3)c2)CC1
→ -1	1.5	-5	7	3	13	-6	-3	5
- CC(C)(C)c1ccc(OCCC(=O)OCC(=O)NC2CCCCC2)cc1
→ -3	0.0	-4	0	-2	16	12	-14	-2
- CCOC(=O)c1cnc2nc(N3CCOCC3)nn2c1N
→ -16	0.0	1	2	3	4	-9	10	-5
- O=C(COC(=O)c1ccc([N+](=O)[O-])s1)NCc1ccc(F)cc1
→ -6	2.2	0	-9	1	-8	22	19	3
- COc1ccc(OC)c(-n2c(C)ccc2-c2ccc(S(C)(=O)=O)cc2)c1
→ -5	1.4	-4	4	10	10	23	17	-7
- CS(=O)(=O)c1ccc(Cl)c(NC(=O)CCN2C(=O)NC3(CCCC3)C2=O)c1
→ 3	0.3	0	-2	11	-12	10	16	2
- COCCCC1CCN(C(=O)C2CCC(=O)N(Cc3ccccc3F)C2)CC1 (stereo unspecified)
→ 9	-1.1	0	-10	-11	11	16	26	5
- Cc1cccc(-c2nnc(-c3ccc(N)cc3)o2)c1
→ -15	1.8	5	1	-129	15	-115	-63	-105
- O=C(NC(NC1CCS(=O)(=O)C1)C(Cl)(Cl)Cl)c1cccc(Cl)c1 (stereo unspecified)
→ -3	2.3	-2	9	0	12	45	-10	31
- O=C(N/N=C/c1ccc2c(c1)OCO2)c1cccc(NC(=O)c2ccccc2Cl)c1
→ 4	5.0	0	-6	39	13	17	-18	-19
- CCOC(=O)c1c(NC(=O)Cn2nc(C(F)(F)F)cc2C)sc2c1CCC2
→ 13	0.5	-3	10	-1	6	-19	-15	-12
- Cc1cc(C)c(NC(=O)Cc2ccc(-n3cccc3)cc2)c(C)c1
→ -3	-0.6	-4	5	7	13	12	10	0
- CCOc1ccc(C2=C/C(=C/c3cccnc3)C(=O)O2)cc1
→ 7	2.7	3	-12	6	0	-7	1	-5
- C=CCSc1nnc(NC(=O)CSc2nc(CCC)cc(=O)[nH]2)s1
→ 1	1.5	-5	-9	-9	10	-10	-12	2
- COC(=O)c1cccc(CSC(=S)N2CCCC2)c1
→ 10	5.5	-1	5	-12	1	6	-12	-5
- O=C(N=C1SC2CS(=O)(=O)CC2N1c1cccc(Cl)c1Cl)C1CC1 (stereo unspecified)
→ -3	0.5	-1	-2	0	11	31	2	24
- NC(=O)C1CCN(C(=O)CCC(=O)N2CCOc3ccc(Cl)cc32)CC1
→ -6	-2.4	0	-5	-8	9	23	7	3
- Cc1ccccc1CS(=O)(=O)Cc1ccc(C(=O)N2CCOCC2)o1
→ 0	-1.6	-1	1	5	14	6	-18	4
- Cc1nn(-c2ccccc2)c(C)c1/C=N/NC(=O)CSc1nc2ccccc2c(=O)n1-c1ccccc1
→ 8	2.7	-1	-1	-10	0	45	7	8
- CCCn1c(=O)c(F)cn(Cc2ccc(OC)c([N+](=O)[O-])c2)c1=O
→ -16	-1.5	-2	5	0	-5	4	15	2
- Cn1c(N=Nc2ccccc2)nc2ccccc21
→ 15	-1.1	-3	6	-110	25	-133	-432	-102
- COc1cc(C(=O)Nc2ccc3c(c2)OCO3)ccc1OCc1c(C)noc1C
→ -3	2.9	1	4	1	4	21	-3	2
- Cc1cc(C(=O)COc2ccc(-c3nnco3)cc2)c(C)n1Cc1ccccc1
→ 11	-2.7	-3	-10	20	10	30	-53	10
- CCN(CC)S(=O)(=O)c1cc(OC)c(C)cc1C
→ -9	-2.1	-2	2	-4	10	9	-1	2
- O=C(c1ccc(Cl)cc1)C1CCCN(Cc2cnn(-c3ccccc3)c2)C1 (stereo unspecified)
→ -2	2.6	1	-4	3	30	3	14	10
- COC(=O)[C@H](CC(C)C)N(Cc1ccccc1)S(=O)(=O)N(Cc1ccccc1)[C@@H](CC(C)C)C(=O)OC
→ 3	10	2	-8	4	12	31	11	20
- O=C(NCc1ccccn1)C1CCCN(S(=O)(=O)c2ccccc2)C1 (stereo unspecified)
→ -7	0.4	3	3	2	-6	28	12	-16
- O=S(=O)(c1ccc(F)c(F)c1F)N1CCN(C(=S)Nc2ccccc2)CC1
→ 4	1.5	-1	-2	-8	2	15	-10	-2
- CCOC(=O)c1cnc(-n2nc(C)cc2C)nc1NC1CCCCC1
→ 3	99*	40*	23	6	35	86*	-9	82*
- Cc1cc(=O)oc2cc(NC(=O)C(CCCN=C(N)N)NC(=O)OCc3ccccc3)ccc12 (stereo unspecified)
→ 4	-0.6	-4	0	-37	18	2	-17	-4
- Cc1cc(O)ccc1NC(=O)c1ccccc1
→ -18	-1.1	-2	-4	-12	11	17	20	0
- Cc1noc(C)c1C(=O)N(CC(=O)Nc1ccccc1Br)Cc1ccco1
→ -8	-0.4	1	2	3	11	-4	1	-6
- O=C(NCc1ccccc1)C1CCCN(S(=O)(=O)c2cccnc2)C1 (stereo unspecified)
→ -4	2.5	-1	-12	0	5	-7	-6	-2
- COc1ccc(CN(CCO)CCO)cc1[N+](=O)[O-]
→ -2	-0.9	0	-14	-9	-3	-6	12	-4
- O=C(NCc1ccccn1)C(=O)NN=C1CCCCCCCCCCC1
→ -4	1.6	-1	6	6	-5	15	8	-14
- CN1CCN(c2nc(-c3ccc(Br)cc3)nnc2-c2ccccc2)CC1
→ -3	0.6	-1	-5	-29	7	4	-68	-8
- CCCc1nnc(SCC(=O)Nc2ccccc2F)o1
→ 0	0.3	-2	-3	12	1	-15	4	-6
- Cc1c(NC(=O)c2ccc(Br)o2)cccc1C(=O)O
→ -12	0.5	-1	1	-19	-2	0	-34	-25
- COc1cc(NC(=O)c2cc(-c3ccc(C)cc3)on2)cc(OC)c1OC
→ 10	-1.2	-3	-6	42	6	15	5	6
- NNc1nc2sc3c(c2c(=O)[nH]1)CCc1ccccc1-3
→ -8	-2.0	-1	-10	-11	-7	17	21	-6
- COn1c(=O)c(-c2cccc(Br)c2)[n+]([O-])c2ccccc21
→ 0	0.1	-1	-3	8	7	6	8	-8
- CC(C)OC(=O)C1C2C=CC3(CN(CC4CCCO4)C(=O)C13)O2 (stereo unspecified)
→ -4	3.0	-2	-3	12	-2	-19	-2	-1
- COc1ccccc1N1CCN(C(=O)c2ccc(S(=O)(=O)N3CCCCCC3)cc2)CC1
→ 9	-0.2	-5	-8	-3	-9	9	-8	1
- Cc1nonc1NCn1nnc2ccccc21
→ 6	-1.6	-1	-7	-21	7	7	-14	-8
- Cc1cc(=O)[nH]c(SCC(N)=O)c1C#N
→ -8	1.4	-1	-1	-7	-3	18	-4	2
- COc1ccc(NC(=S)N(CCc2nc3cc(C)c(C)cc3[nH]2)Cc2cccnc2)cc1
→ 8	-0.8	-3	1	-7	5	-8	21	1
- Cc1ccc(N(C(=O)c2csnn2)C(C(=O)NC(C)(C)C)c2cccnc2)cc1 (stereo unspecified)
→ 0	-1.2	0	0	-4	5	8	-4	6
- COc1ccc(O)c(CN2CCCC(N3CCc4ccccc4C3)C2)c1 (stereo unspecified)
→ 2	-0.8	1	3	-19	9	-3	7	40
- Cc1ccc(-n2nc(C(=O)O)c(O)cc2=O)cc1
→ -2	-0.6	2	0	2	1	5	1	-3
- C/C(=N\O)C(=O)NCCN(C)C
→ -5	0.4	0	1	12	16	17	8	10
- OCCNc1nc(N2CCCCC2)nc2ccccc12
→ -6	0.8	1	15	5	3	4	1	18
- COc1ccc(C)cc1NC(=O)CSc1nnc2ccc(-c3ccncc3)nn12
→ 4	2.0	0	2	1	3	14	8	-2
- Cc1nc2cc(C(=O)OCC(=O)Nc3ccc(C#N)cc3)ccc2n1-c1ccccc1
→ -2	0.1	2	-4	45	14	17	-43	-3
- CC(C)CN(Cc1c(O)ccc2c3c(c(=O)oc12)CCC3)CC(C)C
→ -1	-0.1	-2	0	13	4	-20	9	7
- Cc1c(Cl)cccc1NC(=S)NCCc1ccc(Cl)cc1
→ 18	2.9	-5	2	3	9	28	11	-16
- COc1ccc(/C=N/NC(=O)c2ccc(Br)o2)cc1Cn1cc([N+](=O)[O-])cn1
→ -14	-0.1	0	-5	12	-4	-6	22	8

# Rewritten with tabs: 2 of the compounds above.
canonical_smiles	EBI2 antag	CHOP UPR activ	UPR XBP1 act	CXCR6 inh	Jurkat NFkB inh	CCR6 antagonist	Mdm2-MdmX inh	697 NFkB inh	Gli-Sufu antag
OCCNc1nc(N2CCCCC2)nc2ccccc12	-6	0.8	1	15	5	3	4	1	18
COc1ccc(C)cc1NC(=O)CSc1nnc2ccc(-c3ccncc3)nn12	4	2.0	0	2	1	3	14	8	-2

# Continued:
# Every second line gives: EBI2 antag	CHOP UPR activ	UPR XBP1 act	CXCR6 inh	Jurkat NFkB inh	CCR6 antagonist	Mdm2-MdmX inh	697 NFkB inh	Gli-Sufu antag
- CCOc1ccccc1N1CC(C(=O)Nc2cc(Cl)ccc2C)CC1=O (stereo unspecified)
→ -8	1.9	-1	-6	10	-6	9	17	22
- Cc1ccc2[nH]c3c(=O)n(Cc4ccco4)cnc3c2c1
→ -5	2.7	0	-17	2	-9	-2	6	2
- CCC(=O)c1ccc(OCC(O)CN2CCN(C(c3ccccc3)c3ccccc3)CC2)cc1 (stereo unspecified)
→ 75*	-0.1	-1	11	-17	0	12	-6	2
- O=C(Cc1ccc2c(c1)OCCO2)N1CCN(S(=O)(=O)c2cccs2)CC1
→ 12	-0.8	0	2	-4	3	8	3	-13
- CN1CCN(C(CNC(=O)C(=O)NC2CCCCC2)c2ccc(F)cc2)CC1 (stereo unspecified)
→ 7	0.8	0	1	6	2	37	15	11
- COc1ccc2[nH]c(=O)c(CNc3ccc(C)cc3C)cc2c1
→ -3	1.2	4	-10	-5	19	-15	-9	8
- CN(CC1CCOCC1)C(=O)CC1C(=O)NCCN1Cc1ccc(-c2ccccc2)cc1 (stereo unspecified)
→ 9	-0.4	-3	-2	-4	-3	1	7	9
- CCN(CC(=O)Nc1ccccc1-c1ccccc1)Cc1nc2ccccc2c(=O)[nH]1
→ -3	-0.9	-1	3	24	11	41	11	-6
- Cc1ccc(S(=O)(=O)N2C[C@@H]3CCCC[C@@H]3[C@@H](C)[C@H]2CC(=O)c2ccccc2)cc1
→ 2	1.2	2	8	nt	16	24	23	-4
- CCOC(=O)C1=C(C)NC(C)=C(C(=O)OCC)C1
→ -3&-8	-2.6&-2.1	0&1	-5&3	12&-7	6&2	7&7	3&7	-4&-4
